PAFAH2 inh: PAFAH2 (human) inhibition | Q99487 | recombinant PAFAH2, FP-rhodamine activity probe, fluorescence polarization | inhibition, % at 3.39 µM | 0.99% of 340,000 active;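 active = inhibition above the mean over all tested compounds plus 3 SD, cut at about 30% in these data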;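 note: inhibitors block probe labeling of enzyme so polarization drops; 0% = enzyme with DMSO and 100% = wells lacking PAFAH2 protein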
AHR activator: human AHR activation | 2.5% of 320,000 active | activation, % at 5 µM | P35869 | AHR-responsive luciferase reporter cells, luminescence; in the data active = activation above about 47%;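 note: 0% = vehicle wells and 100% = reference agonist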
CTSL1 counter: cathepsin L1 inhibition, PFM18AAP counter-screen; recombinant F. hepatica cathepsin L1, Z-Leu-Arg-MCA fluorescence; inhibition, % at 5.96 µM; 0.49% of 300,000 active; AID 1906;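 active = inhibition above the mean of all tested compounds plus 3 SD, set per screening campaign, cut at about 17% in these data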;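 note: 0% = plate median of test compound wells and 100% = 1 µM Z-Phe-Ala-diazomethylketone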
HCV core dimer: blocks dimerization of HCV core protein. TR-FRET GST/Flag-core106 dimerization, 1536-well. inhibition, % at 5 µM. 0.33% of 300,000 active. AID 1899;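 active = inhibition above the mean of all tested compounds plus 3 SD, set per screening campaign, cut at about 45% in these data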
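System – GST-tagged and Flag-tagged HCV core protein residues 1-106 · Repeats – one well for each compound · Technique – TR-FRET 671 and 617 nm emission · Doses – one concentration, 5 µM, in 0.5% DMSO · Times – 4 h, 22.5 °C incubation · Also added – Eu donor and XL665 acceptor anti-tag antibodies · Measure – percent inhibition of core106 dimerization signal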
PP1 inh: counter-screen for PP5 inhibitors: inhibitors of human PP1-alpha | inhibition, % at 6.7 µM | 0.9% of 320,000 active | P62136 | AID 2235 | purified PP1alpha, OMFP fluorescence;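 active = inhibition above the mean inhibition of all tested compounds plus 3 SD, computed separately for each screening campaign, cut at about 15% in these data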
Target sequence (P62136 whole entry, looked up): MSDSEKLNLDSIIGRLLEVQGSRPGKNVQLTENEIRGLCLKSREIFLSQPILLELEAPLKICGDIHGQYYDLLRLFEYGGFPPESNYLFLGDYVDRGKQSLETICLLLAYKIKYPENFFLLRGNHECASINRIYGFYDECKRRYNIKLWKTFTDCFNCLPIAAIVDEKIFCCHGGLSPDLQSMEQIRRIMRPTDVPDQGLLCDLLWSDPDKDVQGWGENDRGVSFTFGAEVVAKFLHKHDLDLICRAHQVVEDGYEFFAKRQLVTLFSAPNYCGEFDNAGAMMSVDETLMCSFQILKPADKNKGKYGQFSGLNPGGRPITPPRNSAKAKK
procasp3 activ: activates human procaspase-3; AID 463141; 0.11% of 330,000 active; recombinant procaspase-3 D3A, Ac-DEVD-pNA absorbance 405 nm; activation, % at 8.5 µM;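 active = activation above the mean of all tested compounds plus 3 SD, cut at about 21% in these data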;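 note: 0% = DMSO alone and 100% = DMSO wells spiked with extra 5 µM PC-3 D3A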
Target sequence (P42574 whole entry D9A/D28A/D175A): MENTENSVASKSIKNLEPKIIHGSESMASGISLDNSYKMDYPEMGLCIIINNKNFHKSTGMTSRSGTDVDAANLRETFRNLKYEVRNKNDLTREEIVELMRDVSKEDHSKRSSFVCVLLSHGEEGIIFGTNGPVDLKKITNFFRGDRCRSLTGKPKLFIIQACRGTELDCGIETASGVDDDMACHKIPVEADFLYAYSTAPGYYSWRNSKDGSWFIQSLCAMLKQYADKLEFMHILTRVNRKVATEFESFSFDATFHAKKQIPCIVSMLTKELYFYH
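Assay system: Procaspase-3 D3A mutant, all three cleavage aspartates alanine. Buffer or medium: Zinc-free HEPES saline buffer with Triton X-100. Times: 1 h compound preincubation, 2 h substrate hydrolysis at 25 °C. Measured by: 405 nm absorbance of p-nitroaniline, reads at 0 and 120 min. Read-out basis: percent activation relative to control range. Replicates: singlicate.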
TPT1 inh: blocks Candida albicans tRNA 2'-phosphotransferase; AID 1962; 0.81% of 300,000 active; recombinant caTPT1, FP RNA substrate dephosphorylation; inhibition, % at 5 µM;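 active = inhibition above the mean of all tested compounds plus 3 SD, set per screening campaign, cut at about 24% in these data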;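 note: plate controls were DMSO alone for no effect and ferristatin control at 100 nM for full effect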
PP5 inh: blocks human protein phosphatase 5 activity. P53041. purified PP5c, OMFP substrate fluorescence. inhibition, % at 6.7 µM. 0.18% of 320,000 active;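 active = inhibition above the campaign's mean inhibition across all tested compounds plus 3 SD, cut at about 9.5% in these data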;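 note: 0% = DMSO only and 100% = 100 µM cantharidin control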
proCasp7 act: counter-screen for procaspase-3 activators: activators of human procaspase-7; P55210; recombinant procaspase-7, Ac-DEVD-pNA absorbance 405 nm; D23A/D198A/D206A triple mutant, cannot self-cleave; scale: DMSO 0, 5 µM enzyme 100; activation, % at 8.5 µM; 0.093% of 330,000 active; AID 463210;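 active = percent activation above the screen-wide mean plus 3 SD, cut at about 25% in these data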
Target sequence (P55210 whole entry D23A/D198A/D206A): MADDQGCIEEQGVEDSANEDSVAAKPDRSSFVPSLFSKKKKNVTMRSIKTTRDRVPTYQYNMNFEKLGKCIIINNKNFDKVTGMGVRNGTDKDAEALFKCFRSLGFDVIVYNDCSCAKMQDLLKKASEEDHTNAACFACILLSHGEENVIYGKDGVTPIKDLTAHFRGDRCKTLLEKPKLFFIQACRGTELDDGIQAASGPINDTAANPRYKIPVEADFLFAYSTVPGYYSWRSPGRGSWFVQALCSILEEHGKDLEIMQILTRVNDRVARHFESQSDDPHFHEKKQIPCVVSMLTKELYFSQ
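Assay system: Uncleavable procaspase-7 mutant enzyme | Input: 2 µM procaspase-7 mutant as dispensed | Timing: 1 h compound preincubation, 2 h substrate cleavage, 25 °C | Repeats: One well per compound | Control set: DMSO wells as 0%, DMSO with 5 µM added PC-7 as 100% | Technique: Epi-absorbance of released pNA at 405 nm, two timepoints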
Starred values were filed as active, the others as inactive.

`CC(=O)/C(=N/Nc1cccc(Cl)c1)Sc1nnc(C(O)c2ccccc2)n1-c1ccccc1` (stereo not drawn) gave PAFAH2 inh -7, AHR activator -2, CTSL1 counter 2, HCV core dimer 4, PP1 inh 0, procasp3 activ 3, TPT1 inh -3, PP5 inh 2.2 and proCasp7 act -8.
Screening Cc1cc(OCC(=O)OCC(=O)NC2CCCC2)ccc1Cl returned PAFAH2 inh -3, AHR activator 0, PP1 inh -1, procasp3 activ 11, PP5 inh 3.0 and proCasp7 act -7.
COc1c(S(=O)(=O)N2CCCC2)ccc(Cl)c1Cl was read as PAFAH2 inh 8, AHR activator 17, CTSL1 counter -4, HCV core dimer -4, PP1 inh 1, procasp3 activ 1, TPT1 inh 4, PP5 inh 2.9 and proCasp7 act -2.
CCOc1ccccc1NC(=O)N1CCCC1C(=O)Nc1nnc(CC)s1 (stereo not drawn) was read as PAFAH2 inh -5, AHR activator 0, CTSL1 counter 1, HCV core dimer -2, PP1 inh -2, procasp3 activ 6, TPT1 inh -1, PP5 inh -2.2 and proCasp7 act 4.
Screening Cn1nc(C(F)(F)F)c(C(=O)Nc2ccc(F)cc2F)c1Sc1cccc(Cl)c1 returned PAFAH2 inh -2, AHR activator 2, CTSL1 counter 4, HCV core dimer 3, PP1 inh 7, procasp3 activ 4, TPT1 inh 1, PP5 inh 5.2 and proCasp7 act -6.
CCCCNC(=S)N(Cc1c(C)noc1C)c1ccccc1 was read as PAFAH2 inh 7, AHR activator 2, CTSL1 counter 0, HCV core dimer 8, PP1 inh 3, procasp3 activ 6, TPT1 inh 2, PP5 inh 0.8 and proCasp7 act 3.
COc1cccc(-c2nnc(NC(=O)C3CCCCC3)o2)c1 was read as PAFAH2 inh 6, AHR activator -3, CTSL1 counter 0, HCV core dimer -5, PP1 inh 0, procasp3 activ 4, TPT1 inh -4, PP5 inh -1.3 and proCasp7 act 7.
CC1CCC(NC(=O)c2nn(C)c3c2CS(=O)(=O)c2ccccc2-3)CC1 (stereo not drawn) was read as PAFAH2 inh 4, AHR activator 6, CTSL1 counter 0, HCV core dimer 0, PP1 inh -2, procasp3 activ 7, TPT1 inh -1, PP5 inh 2.6 and proCasp7 act 6.
CCCOC(=O)c1cc(-c2ccc(/C=C3/C(=O)N(C)C(=O)C(C#N)=C3C)o2)ccc1Cl was read as PAFAH2 inh 11, AHR activator 3, CTSL1 counter 0, HCV core dimer 10, PP1 inh -2, procasp3 activ -4, TPT1 inh 24*, PP5 inh 8.0 and proCasp7 act -18.
Screening CS(=O)(=O)Oc1ccc(Br)cc1/C=C1/N=C(c2ccco2)OC1=O returned PAFAH2 inh 3, AHR activator -2, CTSL1 counter 1, HCV core dimer -9, PP1 inh 0, procasp3 activ -1, TPT1 inh 0, PP5 inh 2.3 and proCasp7 act 1.
For O=C(Nc1ccc2c(c1)OCO2)C(=O)c1c[nH]c2ccccc12 the results were PAFAH2 inh -4, AHR activator 84*, CTSL1 counter 1, HCV core dimer 1, PP1 inh -2, procasp3 activ 5, TPT1 inh 13, PP5 inh -0.3 and proCasp7 act -1.
`CN1C(=O)C2(C(C#N)=C(N)N(c3cc(Cl)cc(Cl)c3)C3=C2C(=O)CC(C)(C)C3)c2ccccc21` (stereo not drawn) gave PAFAH2 inh -3, AHR activator 18, CTSL1 counter 0, HCV core dimer 1, PP1 inh -3, procasp3 activ -6, TPT1 inh -1, PP5 inh 2.1 and proCasp7 act -1.
COc1cc(S(=O)(=O)N2CCCCC2)ccc1NC(=O)c1ccncc1 was read as PAFAH2 inh 2, AHR activator 0, CTSL1 counter -3, HCV core dimer 1, PP1 inh -1, procasp3 activ 4, TPT1 inh 3, PP5 inh 2.8 and proCasp7 act -2.
`COc1ccc(OC)c(NC(=O)C2C3C=CC(C3)C2C(=O)NCc2ccccn2)c1` (stereo not drawn) gave PAFAH2 inh 2, AHR activator 0, CTSL1 counter 1, HCV core dimer -2, PP1 inh 1, procasp3 activ -19, TPT1 inh -3, PP5 inh 0.8 and proCasp7 act 6.
For CC(=C\C(=O)O)/C(=C\c1cccc2ccccc12)C(=O)O the results were PAFAH2 inh -12, AHR activator 0, CTSL1 counter 9, HCV core dimer 1, PP1 inh -2, procasp3 activ -7, TPT1 inh -1, PP5 inh -2.2 and proCasp7 act 9.
O=C(Nc1ccc2c(c1)OCO2)Oc1ccccc1 was read as PAFAH2 inh 12, AHR activator 88*, CTSL1 counter -2, HCV core dimer 3, PP1 inh 1, procasp3 activ -14, TPT1 inh 0, PP5 inh -0.2 and proCasp7 act -36.
Cc1cccc(OCC(=O)NCCNC(=O)c2ccncc2)c1 was read as PAFAH2 inh -6, AHR activator 9, CTSL1 counter 7, HCV core dimer -15, PP1 inh -6, procasp3 activ -6, TPT1 inh -1, PP5 inh -4.9 and proCasp7 act -15.
`O=C1c2ccccc2C(=O)N1CCOc1ccccc1Br` gave PAFAH2 inh -6, AHR activator -4, CTSL1 counter 1, HCV core dimer 11, PP1 inh 3, procasp3 activ 3, TPT1 inh -1, PP5 inh 2.7 and proCasp7 act -5.
O=S(=O)(c1ccc(Br)cc1)N1CCC2(CC1)OCCO2 was read as PAFAH2 inh 8, AHR activator 1, CTSL1 counter 1, HCV core dimer -12, PP1 inh -5, procasp3 activ -10, TPT1 inh -1, PP5 inh 2.3 and proCasp7 act 10.
`CC(C)NC(=O)/C(C#N)=C\c1ccc(N(C)C)c(Br)c1` gave PAFAH2 inh 2, AHR activator -3, CTSL1 counter 2, HCV core dimer -1, PP1 inh -2, procasp3 activ -10, TPT1 inh 0, PP5 inh 1.4 and proCasp7 act -5.
`Cc1ccc(NC(=O)c2ccc3c(c2)C(=O)N(CC2CCCO2)C3=O)cc1C` (stereo not drawn) gave PAFAH2 inh 5, AHR activator 1, CTSL1 counter 0, HCV core dimer 6, PP1 inh -6, procasp3 activ -7, TPT1 inh 0, PP5 inh 0.9 and proCasp7 act 12.
`O=S(=O)(c1ccccc1)N(C1=NCCS1)S(=O)(=O)c1ccccc1` gave PAFAH2 inh -1, AHR activator -3, CTSL1 counter -10, HCV core dimer 0, PP1 inh -2, procasp3 activ 12, TPT1 inh -1, PP5 inh 0.9 and proCasp7 act 5.
Screening CCOc1ccc(-c2nc(-c3cccnc3)no2)cc1OCC returned PAFAH2 inh 2, AHR activator 34, CTSL1 counter 2, HCV core dimer -2, PP1 inh -3, procasp3 activ -7, TPT1 inh -1, PP5 inh 2.2 and proCasp7 act 5.
`CNC(=S)N/N=C/c1c(C(=O)OC)cnn1-c1ccc(F)cc1F` gave PAFAH2 inh 6, AHR activator 3, CTSL1 counter 10, HCV core dimer 0, PP1 inh 0, procasp3 activ -7, TPT1 inh -5, PP5 inh 1.1 and proCasp7 act 0.
CC(C)(C)C(=O)N1CCC(O)(CS(=O)(=O)Cc2ccc(Cl)cc2)CC1 was read as PAFAH2 inh 1, AHR activator 0, CTSL1 counter 1, HCV core dimer -1, PP1 inh -5, procasp3 activ 10, TPT1 inh 1, PP5 inh -0.3 and proCasp7 act 0.
Screening NS(=O)(=O)c1cccc(NC(=O)COc2ncnc3c2cnn3-c2ccccc2)c1 returned PAFAH2 inh -6, AHR activator 12, CTSL1 counter -1, HCV core dimer 8, PP1 inh -4, procasp3 activ 4, TPT1 inh -3, PP5 inh 2.7 and proCasp7 act 4.
`O=C(N/C(=C\c1ccc(Br)cc1)C(=O)N1CCOCC1)c1ccco1` gave PAFAH2 inh 6, AHR activator 1, CTSL1 counter -3, HCV core dimer -4, PP1 inh 11, procasp3 activ 2, TPT1 inh -2, PP5 inh -0.4 and proCasp7 act 17.
`COc1ccc(OC)c(S(=O)(=O)NCCC(C)C)c1` gave PAFAH2 inh -4, AHR activator 10, CTSL1 counter 6, HCV core dimer 7, PP1 inh -2, procasp3 activ 10, TPT1 inh -4, PP5 inh 0.1 and proCasp7 act 8.
`Cc1c(Br)c([N+](=O)[O-])nn1CC(=O)Nc1ccc(CC#N)cc1` gave AHR activator 7, CTSL1 counter 2, HCV core dimer -1, PP1 inh -1, procasp3 activ -2, TPT1 inh -1, PP5 inh 0.6 and proCasp7 act 4.
For CCn1c(=O)c(C(=O)Nc2ccccc2F)c(O)c2ccccc21 the results were PAFAH2 inh -1, AHR activator 22, CTSL1 counter 1, HCV core dimer 10, PP1 inh -4, procasp3 activ 5, TPT1 inh 1, PP5 inh 1.4 and proCasp7 act 8.

Fetched by compound from the entries so far, 3 records:
For CCn1c(=O)c(C(=O)Nc2ccccc2F)c(O)c2ccccc21 the results were PAFAH2 inh -1, AHR activator 22, CTSL1 counter 1, HCV core dimer 10, PP1 inh -4, procasp3 activ 5, TPT1 inh 1, PP5 inh 1.4 and proCasp7 act 8.
Screening CCOc1ccc(-c2nc(-c3cccnc3)no2)cc1OCC returned PAFAH2 inh 2, AHR activator 34, CTSL1 counter 2, HCV core dimer -2, PP1 inh -3, procasp3 activ -7, TPT1 inh -1, PP5 inh 2.2 and proCasp7 act 5.
`O=S(=O)(c1ccccc1)N(C1=NCCS1)S(=O)(=O)c1ccccc1` gave PAFAH2 inh -1, AHR activator -3, CTSL1 counter -10, HCV core dimer 0, PP1 inh -2, procasp3 activ 12, TPT1 inh -1, PP5 inh 0.9 and proCasp7 act 5.

Additional compounds follow.
Screening Nc1n[nH]c(N)c1N=Nc1ccccc1F returned PAFAH2 inh -20, AHR activator 2, CTSL1 counter 0, HCV core dimer -12, PP1 inh 2, procasp3 activ -5, TPT1 inh 2, PP5 inh 0.7 and proCasp7 act 1.
CCOC(=O)N1CCN(c2c(N3CCN(c4cc(C)ccc4C)CC3)c(=O)c2=O)CC1 was read as PAFAH2 inh -3, AHR activator -2, CTSL1 counter 0, HCV core dimer 9, PP1 inh -7, procasp3 activ 5, TPT1 inh -7, PP5 inh 0.3 and proCasp7 act -3.
For CCc1ccc(NC(=O)CO/N=C(\C)c2cc3ccccc3o2)cc1 the results were PAFAH2 inh -5, AHR activator 5, CTSL1 counter 3, HCV core dimer 14, PP1 inh 0, procasp3 activ -4, TPT1 inh 2, PP5 inh 0.2 and proCasp7 act 2.
`COc1cccc(-n2c(SCC(=O)N3CCc4ccccc43)nnc2-c2c[nH]c3ccccc23)c1` gave PAFAH2 inh -1, AHR activator 1, CTSL1 counter 1, HCV core dimer 32, PP1 inh 2, procasp3 activ 0, TPT1 inh 1, PP5 inh -0.3 and proCasp7 act 2.
`Cc1cccc(NC(=S)N/N=C/c2ccc(Cl)c([N+](=O)[O-])c2)c1` gave PAFAH2 inh -12, AHR activator 18, CTSL1 counter 6, HCV core dimer 16, PP1 inh 7, procasp3 activ -6, TPT1 inh -6, PP5 inh 0.5 and proCasp7 act 2.
For CC(C)NC(=S)N1CCN(S(=O)(=O)c2cccc(C(F)(F)F)c2)CC1 the results were PAFAH2 inh 4, AHR activator -1, CTSL1 counter 3, HCV core dimer -1, PP1 inh -2, procasp3 activ 1, TPT1 inh -2, PP5 inh 0.9 and proCasp7 act 1.

Compound activity from PubChem BioAssay.
